IDE cell activ – boosts human insulin-degrading enzyme activity in HEK cells. P14735. FAbeta-B cleavage, fluorescence polarization; 0% vehicle, 100% cell-free pure enzyme wells. activation, % at 5.96 µM. 340,000 compounds, 0.073% hits. AID 493087;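 active means activation above the mean of all tested compounds plus 3 SD, set per screening campaign, cut at about 17% in these data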
IMP-1 inhibitor – blocks Pseudomonas aeruginosa IMP-1 metallo-beta-lactamase. purified IMP-1, nitrocefin hydrolysis, epi-absorbance fluorescence. inhibition, % at 5.6 µM. 290,000 compounds, 0.45% hits. AID 1556;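 active means inhibition above the mean plus 3 SD of all compounds in the same screening run, cut at about 4.5% in these data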;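 further: 0% = IMP-1 with DMSO and 100% = DMSO wells lacking enzyme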
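Assay system: purified IMP-1; Quantity: IMP-1 0.2 nM before substrate addition; Medium: HEPES buffer pH 7.1 with ZnSO4 and Brij 35; Incubation: 15 min enzyme–compound preincubation, then 25 min nitrocefin reaction, 25 °C; Signal: fluorescence quenching readout, ex 480/em 530 nm; Controls: DMSO with and without IMP-1; Repeats: singlicate testing.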
VIM-2 inh – blocks Pseudomonas aeruginosa VIM-2 metallo-beta-lactamase; 290,000 compounds, 0.89% hits; inhibition, % at 5.6 µM; purified VIM-2, nitrocefin hydrolysis, epi-absorbance fluorescence;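 active means inhibition above the mean of all tested compounds plus 3 SD, cutoff set per screening run, cut at about 7.5% in these data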;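 further: red hydrolysis product quenches plate fluorescence so inhibitors raise well fluorescence; 0% = enzyme with DMSO and 100% = DMSO without enzyme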
PHOSPHO1 inh – inhibitors of human PHOSPHO1 phosphatase. Q8TCT1. recombinant PHOSPHO1, absorbance phosphatase assay. inhibition, % at 13.3 µM. 290,000 compounds, 1.1% hits; in the data active means inhibition above about 60%
M18AAP inhibitor – PfM18AAP enzyme inhibition; recombinant PfM18AAP, H-Glu-NHMec fluorogenic cleavage; inhibition, % at 7.35 µM; 290,000 compounds, 1.2% hits; AID 1822;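 active means inhibition above the campaign mean inhibition over all tested compounds plus 3 SD, cut at about 28% in these data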;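 further: 0% = plate median of test compound wells and 100% = 2 mM ZnCl2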
GPR7 antag – human neuropeptides B/W receptor 1 antagonism; AID 1861; 290,000 compounds, 1.1% hits; inhibition, % at 4.4 µM; GPR7-expressing cells, fluorescence antagonist assay; in the data active means inhibition above about 16%, passing the limit was not always enough;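 further: cells stimulated with the agonist NPW; 0% = agonist with vehicle and 100% = vehicle without agonist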
IDE cell inh – inhibits human insulin-degrading enzyme in HEK cells; P14735; FAbetaB cleavage, fluorescence polarization; inhibition, % at 5.59 µM; 320,000 compounds, 0.41% hits;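 active means percent inhibition above the average of all tested compounds plus 3 SD, set per screening campaign, cut at about 16% in these data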;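 further: IDE supplied by intact live HEK cells; FP after avidin binding of uncleaved biotin substrate so inhibition keeps polarization high; 0% = DMSO wells and 100% = 60 µM reference IDE inhibitor Ii1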
p-CIP stab down – compounds decreasing mouse p/CIP protein stability; decrease of EGFP signal, % at 10 µM; 290,000 compounds, 0.01% hits; F442A p/CIP-EGFP cells, EGFP fluorescence, 16 h;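 active means EGFP signal decrease of at least 30% at 10 µM or well 3 SD below plate mean, unless failing retest; inactive means the rest, including hits failing retest or dose response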; further: some compounds called inactive have numbers as strong as hits; many of its hits are not listed in these tables
NALP1 inh – inhibitors of NALP1 inflammasome in yeast | S. cerevisiae NALP1/ASC/caspase-1 growth, X-gal OD620, 72 h | AID 2071 | inhibition, % at 10 µM | 280,000 compounds, 0.61% hits; in the data active means inhibition mostly above about 24%, no sharp cut-off; inactive means mostly below about 32%; further: some compounds called inactive have numbers as strong as hits
* hit, by the source's call; x = no result given.

cpd	canonical_smiles	IDE cell activ	IMP-1 inhibitor	VIM-2 inh	PHOSPHO1 inh	M18AAP inhibitor	GPR7 antag	IDE cell inh	p-CIP stab down	NALP1 inh
1	Cc1ccc(/C([O-])=C(/C(=S)NCc2ccc3c(c2)OCO3)[n+]2ccc(N(C)C)cc2)c(C)c1	4	-1.2	-3.0	-1	4	-2	2	-10	-2
2	CNC(CC(=O)c1ccc([N+](=O)[O-])cc1)C(Cl)(Cl)Cl (stereo not drawn)	-1	2.3	1.2	-15	8	-9	-3	-2	115*
3	CCCCCCCNC(=O)c1cc(-c2ccncc2)nc2ccccc12	4	-0.2	-0.5	30	-4	0	-1	2	10
4	O=C(Nc1ccccc1Cl)N1CCN(c2ncccn2)CC1	0	-6.0	-2.5	-24	-7	-11	-2	-9	-8
5	C[n+]1ccc(C(=O)NCCC[N+](C)(C)C)cc1/C=N/O	1	-1.0	0.4	8	-11	-9	-8	3	-18
6	COc1ccccc1N=Nc1ccc(O)c2ncccc12	5	-5.5	-1.7	-12	7	-12	5	10	10
7	O=C(Nc1cn(-c2ccccc2)nc1-c1ccc(Cl)cc1)c1ccccc1	0	-3.7	-2.2	-22	-7	-13	-2	-11	14
8	C=C(C)c1cccc(C(C)(C)NC(=O)NC2CCCC2)c1	-5	-2.0	-0.8	-12	-10	-5	-3	-26	22
9	CC(Oc1ccc(Cl)cc1Cl)c1ccn[nH]1 (stereo not drawn)	3	-2.8	-1.2	12	2	-19	-2	12	-11
10	CCCCNC(=O)COC(=O)CCC(=O)c1ccc(Cl)cc1	3	-4.7	-3.5	8	0	4	7	-4	-10
11	CCN(CC)CCCNC(=O)C1c2ccccc2C(=O)N(CCOC)C1c1ccc(F)cc1 (stereo not drawn)	3	-0.7	-0.9	36	-2	-4	4	3	0
12	CCOC(=O)c1ccc(NC(=O)NC2CC3CCC(C2)N3Cc2nnnn2C(C)(C)C)cc1 (stereo not drawn)	-5	-2.6	-3.8	2	2	2	10	-13	7
13	Cn1c(=O)c([N+](=O)[O-])c(NCC2CCCO2)c2ccccc21 (stereo not drawn)	3	-3.9	-1.2	16	-5	-11	4	-9	-22
14	Cc1ccc(C)c(N2CCN(CC3CC=CCC3)CC2)c1 (stereo not drawn)	3	-3.1	-2.8	6	0	1	0	-16	4
15	O=C(CNC(=O)c1cccnc1)N/N=C/c1cccnc1	1	-4.5	-4.3	-2	-5	-8	4	-9	4
16	NNC(=O)c1csc(-c2ccccc2)n1	6	-3.3	-3.0	-6	-10	-3	2	-13	7
17	[O-][n+]1cccc2ncc3cscc3c21	2	-3.4	1.0	4	1	-11	3	-1	4
18	COC(=O)C1=C(O)/C(=C\c2cc(C)n(-c3ccccc3C)c2C)N=C1C	1	-3.7	-3.2	36	1	3	5	5	10
19	O=C(CCS(=O)(=O)c1ccc(Br)cc1)NCc1ccc(F)cc1	8	28*	-2.2	53	0	4	3	7	28
20	CC(OC(=O)/C=C/c1cccs1)C(=O)NC1CCCCC1C (stereo not drawn)	7	-0.3	-0.4	4	-8	13	1	-14	12
21	COCC(=O)Nc1nc2ccc(C)cc2s1	-2	-2.9	-1.6	2	-1	-1	3	-3	6
22	CCCCOc1ccc(C(=O)Nc2ccc(S(=O)(=O)Nc3cc(C)on3)cc2)cc1OC	1	0.2	-0.9	-2	-6	8	0	-14	18
23	CCN(CC)CCCCOc1ccccc1OC	0	-5.0	-4.7	3	3	-3	-2	-11	42
24	COc1ccc(CCCC(=O)NC(C)c2ccccc2)cc1 (stereo not drawn)	6	-1.7	-3.0	-14	-6	-8	-3	-1	24
25	S=C(NCC1CCCO1)NC1CCCC1 (stereo not drawn)	5	-0.3	-1.1	29	-5	-12	5	-6	3
26	Cc1nc(C)c(-c2ccc(SCC(=O)Nc3cccc(Cl)c3C)nn2)s1	-1	-2.2	-2.2	37	4	-9	-2	-54	-4
27	COc1ccc(C(=O)N2CCN(C(=O)Cc3ccccc3)CC2)cc1OC	4	0.6	1.7	-51	-10	1	-4	0	14
28	O=C(CCl)Nc1cccc(CP(=O)(c2ccccc2)c2ccccc2)c1	1	0.2	-1.8	32	2	-4	1	-11	5
29	COc1cc(CNCc2ccc(SC)cc2)cc(OC)c1	4	-1.5	0.3	-24	2	0	1	2	34
30	Cc1ccc(-c2cc(C(=O)OCC(=O)Nc3cc(C)on3)c3ccccc3n2)c(C)c1	-7	-1.7	-3.6	-25	-1	-11	-1	-14	18
31	Cc1cc(/C=C2\SC(=S)NC2=O)c(C)n1-c1cccc(O)c1	-6	-3.8	-1.9	4	23	-20	13	-17	13
32	COc1ccc(-c2cc(C(=O)NC(C(=O)O)C(C)C)c(C)o2)cc1OC (stereo not drawn)	1	-3.8	-2.7	-6	2	-9	3	-11	-11
33	CCN(CC)CCN(Cc1cc2cc3c(cc2[nH]c1=O)OCO3)C(=S)NCc1ccco1	2	-1.7	-0.8	-6	0	-3	12	-16	4
34	COc1cc2[nH]c(=O)n(CCCCCC(=O)N3CC=C(c4ccccc4)CC3)c(=O)c2cc1OC	-15	-5.1	-7.7	13	3	-8	12	-8	26
35	O=C(CN1C(=O)c2ccccc2C1=O)Oc1ccc(F)cc1	x	-3.0	-2.1	20	6	-1	4	-6	19
36	Cc1c(NC(=O)CN2C(=O)c3cccc4cccc2c34)c(=O)n(-c2ccccc2)n1C	0	-4.8	-2.0	25	1	-1	13	-14	36
37	CC1CN(C(=O)CCNC(=O)c2ccccc2Cl)CC(C)O1 (stereo not drawn)	4	-0.9	0.7	48	-13	-3	-3	-2	30
38	O=C(O)CCC(=O)N1N=C(c2cccs2)CC1c1cccc([N+](=O)[O-])c1 (stereo not drawn)	2	-0.7	-1.6	8	3	-14	1	-7	10
39	CC1(C)CC(=O)C(C(=O)c2ccccc2)C(=O)C1	2	0.1	-6.1	-3	2	-3	-2	-15	3
40	O=C1CN(c2nc(-c3cccnc3)nc3scc(-c4ccccc4)c23)CCN1	-2	-3.2	-2.5	-2	8	-14	7	-5	0
41	COc1cccc(N2CCN(C(=S)Nc3ccc(C)cc3C)CC2)c1	0	-2.7	-1.4	41	3	-8	4	-11	10
42	O=C(O)Cn1c(SCc2ccccc2)nc2ccccc21	5	-3.6	-6.5	22	-3	-15	0	-7	7
43	O=C(NCc1cccnc1)c1cc(-c2cccs2)on1	8	-8.2	-1.4	15	-8	-13	3	-4	24
44	CN(C)c1ccc(NC(=O)C[n+]2ccccc2)cc1	0	-3.1	-0.1	35	13	-4	-4	2	8
45	O=C(/C=C/c1ccco1)NC(=S)Nc1ccccc1Br	5	-0.5	-1.6	-112	5	7	-1	-1	7
46	CC(C)Cc1nnc(NC(=O)Cc2cccs2)s1	-2	-0.5	-4.1	8	-9	-1	0	1	-14
47	Cc1ccc(C(O)P(=O)(OC(C)C)c2ccc(N(C)C)cc2)cc1 (stereo not drawn)	x	-1.8	-2.1	28	2	0	-1	2	-2
48	Cn1nc(C(F)(F)F)cc1C(=O)O	6	-2.4	-4.4	-14	-1	-20	2	-4	5
49	CCCCn1nc2cc(C(=O)NCc3cc(C(F)(F)F)cc(C(F)(F)F)c3)ccc2c1OCC	1	-1.8	-1.9	-10	-4	5	2	-5	32
50	COC(=O)CSc1nnc(C)n1-c1ccc(C)cc1	7	1.6	1.0	23	15	-3	-1	-3	-4
51	CN(C)c1ccc(N/C=C/C(=O)c2ccccc2)cc1	2	-3.7	0.6	25	26	-14	4	-4	46
52	CC(C)NC(=S)NNc1nc2ccccc2s1	-15	-2.4	-0.8	48	41*	8	2	-16	-17
53	CCN(CC)c1ccc(NC(=O)COC(=O)CCC(=O)c2ccc(F)cc2)cc1	-3	-4.4	-3.0	85*	1	-5	1	3	25
54	O=C1NC(=S)S/C1=C\c1coc2ccccc2c1=O	-2	-1.7	2.7	42	11	27*	9	-7	7
55	COc1ccc(NC(=O)CSc2nnc(-c3ccccc3Cl)n2Cc2ccco2)c(OC)c1	0	-1.3	-0.2	18	2	-3	2	-5	-3
56	COc1ccc(CONS(=O)(=O)c2ccc(NC(C)=O)cc2)cc1Cl	0	-0.8	-0.3	-36	-2	9	2	-6	-2
57	COc1ccc2c(c1)S(=O)(=O)c1ccccc1N2	1	-2.3	-1.8	32	1	-4	5	3	x
58	CCc1ccc(NC(=O)CC2C(=O)NCCN2C(=S)Nc2ccccc2)cc1 (stereo not drawn)	-1	-2.6	-5.0	19	-1	-8	1	2	35
59	CCCCOCCCNC(=O)c1ccc([N+](=O)[O-])c(C)c1	0	-0.9	-3.8	-7	1	-3	1	0	21
60	O=C(O)c1ccccc1NS(=O)(=O)c1cccc2cccnc12	-1	-5.2	1.6	-18	-3	-5	3	0	7

More compounds.
cpd	canonical_smiles	IDE cell activ	IMP-1 inhibitor	VIM-2 inh	PHOSPHO1 inh	M18AAP inhibitor	GPR7 antag	IDE cell inh	p-CIP stab down	NALP1 inh
61	CCC1(c2ccc(F)cc2)NC(=O)N(CC(=O)NCc2ccccc2Cl)C1=O (stereo not drawn)	4	0.6	1.6	24	-12	3	-6	9	13
62	COc1cccc(CN=c2c([N+](=O)[O-])nn(-c3ccccc3C)n2O)c1	2	-2.0	-5.7	-8	5	1	-2	10	40
63	Cc1ccc(-c2noc(CSc3nc(N)cc(N)n3)n2)cc1	3	-2.1	-1.0	3	-3	0	5	-8	35
64	Cc1ccc(C(=O)NCC(=O)N2CCC(Cc3ccccc3)CC2)cc1	-2	-3.4	-1.8	63*	4	-13	4	0	8
65	CCCn1nnnc1NCc1ccc(SC)cc1	3	-3.3	-0.9	3	1	-1	5	-6	-2
66	CCCS(=O)(=O)N1CCN(Cc2ccco2)CC1	1	-4.2	-0.1	3	17	-7	-1	-18	-2
67	CN(C)S(=O)(=O)c1cccc(NC(=O)c2cc3ccccc3o2)c1	-1	-1.3	-0.2	2	12	-6	5	-2	6
68	O=C(NC1=NCCS1)C12CC3CC(C1)CC(C(=O)NC1=NCCS1)(C3)C2	4	-3.9	-3.0	37	-2	-16	0	6	-8
69	COc1ccc(-c2[nH]ncc2CN2CCC(N3CCSCC3)CC2)cc1F	1	-3.8	-1.3	6	3	-17	2	-5	-26
70	COCCn1c(SCC(=O)N2CCCCC2)nc2c(c1=O)SC(C)C2 (stereo not drawn)	1	-2.7	0.7	13	-2	-2	-2	-9	4
71	CSC(=S)N/N=C/c1ccccc1	1	-1.8	0.2	-127	0	-11	0	-7	-32
72	CC1(c2ccc(OC(F)F)cc2)NC(=O)N(CC(=O)Nc2cccc(S(N)(=O)=O)c2)C1=O (stereo not drawn)	2	-2.1	-1.0	48	-1	-13	-4	-2	x
73	CCN(CC)S(=O)(=O)c1ccc(NC(=O)CSc2cccc[n+]2[O-])cc1	2	-3.9	-3.7	30	6	-14	7	-6	13
74	CCCN(CCC)C(=O)CC(c1ccccc1)c1cc(C)ccc1O (stereo not drawn)	-2	1.1	-0.3	-12	5	12	0	0	27
75	CCOC(=O)c1ccc2[nH]c(C)c(CCC(C)=O)c(=O)c2c1	0	-2.8	-0.9	-6	-2	-3	-7	-11	-13
